# Tcruzi prolif – T. cruzi proliferation inhibition; T. cruzi beta-gal in NIH3T3, GalScreen luminescence, 90 h; inhibition, % at 8.34 µM; 77,000 compounds, 5.9% hits; AID 624255;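 active = mean inhibition above about 93%, with at least 55% of replicates each passing it, limit read from the data, passing the limit was not always enough; inconclusive = only one of those two conditions holds; inactive = neither condition holds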
# KDM4C inh – inhibitors of human demethylase GASC-1 KDM4C; Q9H3R0; GST-KDM4C 2-372, H3K9me3 peptide, LANCE TR-FRET; inhibition, % at 12.5 µM; 96,000 compounds, 0.15% hits; AID 720574;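 active = mean replicate inhibition above about 25%, with at least 55% of replicates also reaching it, limit read from the data, passing the limit was not always enough; inconclusive = only one of those two conditions met; inactive = neither condition met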
# Target sequence (Q9H3R0 2-372 limits assumed): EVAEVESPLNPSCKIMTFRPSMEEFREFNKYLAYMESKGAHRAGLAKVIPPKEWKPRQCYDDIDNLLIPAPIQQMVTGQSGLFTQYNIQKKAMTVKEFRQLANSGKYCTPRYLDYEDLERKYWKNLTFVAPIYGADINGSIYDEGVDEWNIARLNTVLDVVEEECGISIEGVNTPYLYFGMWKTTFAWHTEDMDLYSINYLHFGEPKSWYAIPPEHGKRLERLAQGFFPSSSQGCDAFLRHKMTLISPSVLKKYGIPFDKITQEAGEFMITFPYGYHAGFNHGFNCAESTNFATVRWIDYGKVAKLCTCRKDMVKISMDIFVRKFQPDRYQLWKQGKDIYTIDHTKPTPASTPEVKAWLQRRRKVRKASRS
#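 reagent = H3K9me3 peptide substrate, Fe(II), 2-oxoglutarate | system = GST-tagged GASC-1 (JMJD2C) catalytic fragment, aa 2-372 | amount = enzyme final amount 10 nM | read-out = Fall in 671/618 emission ratio as inhibition | medium = HEPES buffer, pH 7.5, plus ascorbate | schedule = 30 min reaction, 60 min detection, RT | measured by = LANCE TR-FRET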
# C diff growth – blocks growth of Clostridium difficile; growth activity, negative = inhibition, % at 16 µg/mL (by protocol); 86,000 compounds, 0.25% hits; Clostridium difficile clinical isolate growth, OD600, 24 h; active compounds read low;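 active = mean growth activity at or below -80% and every replicate also at or below -80%; inconclusive = mean at or below -80% but some replicate above -80%; inactive = mean growth activity above -80%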;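 also: 0% = DMSO wells and -100% = levofloxacin 16 µg/mL wells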
# Pf Dd2 inh – blocks growth of Plasmodium falciparum Dd2 parasites; P. falciparum Dd2 growth, SYBR Green, 72 h; active compounds read low; activity change, % at 10 µM; 94,000 compounds, 2.3% hits; AID 1159554; in the data active = activity change below about -80%; inconclusive = no clear call, values can overlap the other calls
# The depositor's hits bear a star; ? = inconclusive; nt = no result given; & = joins results of further samples.
SMILES,Tcruzi prolif,KDM4C inh,C diff growth,Pf Dd2 inh
N#C[C@@H]1[C@H](c2ccccc2C2=CCCCC2)[C@H](CO)N1S(=O)(=O)c1cccc(F)c1,nt,0.9,8,-18
C[C@H](CO)N1C[C@H](C)[C@@H](CN(C)C(=O)C2CCCCC2)OCCCC[C@H](C)Oc2ccc(NC(=O)Nc3ccc(F)cc3)cc2C1=O,84,-0.8,-1,1
COc1ccc(S(=O)(=O)N(C)C[C@@H]2Oc3ccc(NC(=O)c4ccncc4)cc3CC(=O)N([C@@H](C)CO)C[C@@H]2C)cc1,43,-1.5,8,33
CCC(=O)N1[C@@H]2c3ccc(-c4ccccc4F)c(=O)n3C[C@H]1[C@H](CO)[C@H]2C(=O)NC1CCCC1,11,-2.1,-5,5
C[C@@H]1CN([C@H](C)CO)C(=O)c2cc(Br)cnc2O[C@H]1CN(C)C(=O)C1CCCCC1,nt,-0.1,0,12
Cc1noc(C)c1S(=O)(=O)N(C)C[C@H]1OCCCC[C@H](C)Oc2ccc(NS(=O)(=O)c3ccc(F)cc3)cc2C(=O)N([C@H](C)CO)C[C@H]1C,37,0.4,-7,-7
C[C@@H]1CN([C@H](C)CO)C(=O)Cc2cc(NC(=O)Nc3ccc(F)cc3)ccc2O[C@@H]1CN(C)C(=O)Nc1ccccc1,nt,16,-2,-24
CCS(=O)(=O)NCC[C@@H]1CC[C@H](NS(=O)(=O)c2cccc(Cl)c2)[C@H](CO)O1,19,-0.5,nt,-7
C[C@H](CO)N1C[C@H](C)[C@H](CN(C)S(=O)(=O)c2cn(C)cn2)Oc2c(NS(=O)(=O)c3ccccc3)cccc2C1=O,18,6.0,10,13
O=C(C[C@@H]1C=C[C@H](NC(=O)Nc2cc(F)ccc2F)[C@H](CO)O1)NCc1ccccn1,1,0.1,0,9
CN(C)CCCNC(=O)C[C@H]1CC[C@H]2[C@@H](COc3ccc(NC(=O)c4ccc5c(c4)OCO5)cc3C(=O)N2C)O1,nt,-1.7,-9,12
C/C=C/c1cnc2c(c1)C(=O)N([C@H](C)CO)C[C@H](C)[C@@H](CN(C)Cc1ccncc1)O2,-5,-0.5,1,15
C[C@H]1CN([C@@H](C)CO)C(=O)Cc2cc(NS(=O)(=O)c3ccccc3)ccc2O[C@@H]1CN(C)C(=O)Nc1ccc(F)cc1,nt,-0.2,-5,16
COc1cccc(-c2ccc3n(c2=O)C[C@@H]2[C@@H](CO)[C@H](C(=O)N(C)C)N(CC4CC4)[C@H]32)c1,104*,3.9,5,-2
CCCC#Cc1ccc([C@@H]2[C@@H](CO)N3CCCCN(CC4CCOCC4)C[C@@H]23)cc1,67,0.0,-5,-17
Cc1ccc(S(=O)(=O)N2C[C@H](O)COC[C@@H]3O[C@@H](CC(=O)N[C@H]4CCN(Cc5ccccc5)C4)CC[C@H]32)cc1,-35,-1.3,nt,-20
CC(C)c1cn(CC[C@H]2CC[C@H](NC(=O)C3CCCC3)[C@@H](CO)O2)nn1,nt,1.2,1,-1
C[C@@H]1CN([C@@H](C)CO)C(=O)Cc2cc(NS(=O)(=O)c3ccc(Cl)cc3)ccc2O[C@@H]1CN(C)C(=O)Nc1ccccc1,2,-2.4,-3,-21
Cc1noc(C)c1NC(=O)N(C)C[C@H]1OCCCC[C@@H](C)Oc2ccc(NC(=O)Nc3ccc(C(F)(F)F)cc3)cc2C(=O)N([C@H](C)CO)C[C@@H]1C,74,0.1,0,-24
COc1cccc(-c2ccc3c(c2)O[C@@H](CN(C)C(=O)c2ccccc2F)[C@@H](C)CN([C@@H](C)CO)S3(=O)=O)c1,nt,-1.2,0,-76

# Full records, looked up by structure. Order of values: Tcruzi prolif | KDM4C inh | C diff growth | Pf Dd2 inh
# COc1cccc(-c2ccc3c(c2)O[C@@H](CN(C)C(=O)c2ccccc2F)[C@@H](C)CN([C@@H](C)CO)S3(=O)=O)c1 is entered as nt | -1.2 | 0 | -76
# CCCC#Cc1ccc([C@@H]2[C@@H](CO)N3CCCCN(CC4CCOCC4)C[C@@H]23)cc1 is entered as 67 | 0.0 | -5 | -17
# C/C=C/c1cnc2c(c1)C(=O)N([C@H](C)CO)C[C@H](C)[C@@H](CN(C)Cc1ccncc1)O2 is entered as -5 | -0.5 | 1 | 15

# (continued)
SMILES,Tcruzi prolif,KDM4C inh,C diff growth,Pf Dd2 inh
COc1ccc(-c2ccc([C@@H]3[C@@H](CO)N4C(=O)CN(Cc5ccc(C)cc5)C[C@H]34)cc2)cc1,nt,6.3,3,-30
CCCC(=O)Nc1ccc2c(c1)C(=O)N(C)[C@H]1CC[C@H](CC(=O)NCCN3CCCCC3)O[C@@H]1CO2,-13,-0.7,0,6
CNC[C@H]1Oc2c(NC(=O)c3ccncc3)cccc2C(=O)N([C@@H](C)CO)C[C@@H]1C,0,-2.0,-2,14
C[C@@H]1CN([C@H](C)CO)C(=O)c2cc(N(C)C)ccc2O[C@@H]1CN(C)Cc1ccc2c(c1)OCO2,-43,0.3,-1,10
CCCNC(=O)N(C)C[C@H]1Oc2cc(-c3ccc(C)cc3)ccc2S(=O)(=O)N([C@H](C)CO)C[C@H]1C,15,0.4,0,-26
COc1ccc(NC(=O)N2C[C@@H]3[C@H](c4ccccc42)[C@H](CO)N3C(=O)C2CCCCC2)cc1,9,4.5,0,14
COc1ccc(CN(C)C[C@@H]2Oc3c(NC(=O)Nc4ccc(C(F)(F)F)cc4)cccc3C(=O)N([C@H](C)CO)C[C@@H]2C)cc1,nt,-5.0,17,-2
CC(C)CC#Cc1ccc2c(c1)O[C@H](CN(C)C(=O)Cc1ccccn1)[C@@H](C)CN([C@@H](C)CO)S2(=O)=O,53,1.4,-12,-49
C[C@@H]1CCCCO[C@@H](CN(C)S(=O)(=O)c2cccs2)[C@@H](C)CN([C@@H](C)CO)C(=O)c2cc(NS(=O)(=O)c3cn(C)cn3)ccc2O1,nt,-2.2,-1,10
C[C@H](CO)N1C[C@H](C)[C@@H](CN(C)Cc2ccc3c(c2)OCCO3)OCc2cn(nn2)CCCC1=O,15,-1.6,1,7

# Reformatted with values under each structure: entries from further up.
# Fields: Tcruzi prolif, KDM4C inh, C diff growth, Pf Dd2 inh
> CNC[C@H]1Oc2c(NC(=O)c3ccncc3)cccc2C(=O)N([C@@H](C)CO)C[C@@H]1C
    0, -2.0, -2, 14
> C[C@@H]1CN([C@H](C)CO)C(=O)c2cc(N(C)C)ccc2O[C@@H]1CN(C)Cc1ccc2c(c1)OCO2
    -43, 0.3, -1, 10

# Later entries.
SMILES,Tcruzi prolif,KDM4C inh,C diff growth,Pf Dd2 inh
CCCC#Cc1ccc2c(c1)O[C@H](CN(C)Cc1cncnc1)[C@H](C)CN([C@@H](C)CO)S2(=O)=O,40,2.8,2,-2
C[C@H](CO)N1C[C@H](C)[C@@H](CN(C)C(=O)C2CCOCC2)Oc2ncc(Br)cc2C1=O,-27&-3,0.4,7&-1,29&36
CCCNC(=O)N1CC2(CCN(Cc3cccnc3)CC2)c2c(n(C)c3cc(OC)ccc23)[C@H]1CO,nt,1.1,5,-55
C[C@@H]1CN([C@@H](C)CO)C(=O)c2cc(N(C)C)ccc2O[C@H]1CN(C)C(=O)Nc1ccc(C(F)(F)F)cc1,nt,-0.7,3,-20
CCC(=O)Nc1ccc2c(c1)OC[C@@H](C)N(Cc1cncnc1)C[C@@H](C)[C@@H](OC)CN(C)C2=O,-10,0.9,0,42
C[C@@H]1CN([C@H](C)CO)C(=O)c2c(c3ccccc3n2C)-c2ccccc2CO[C@@H]1CN(C)S(=O)(=O)c1ccc(Cl)cc1,69,-1.6,nt,-81*
CO[C@H]1CN(C)C(=O)c2ccc(NC(=O)c3nc4ccccc4s3)cc2OC[C@@H](C)N(Cc2ccncc2)C[C@H]1C,nt,0.6,nt,-31
COCC(=O)N1C[C@H]2[C@@H](c3ccccc31)[C@@H](CO)N2C(=O)Nc1ccccc1Cl,-7,0.0,3,10
COc1ccc(NC(=O)N(C)C[C@@H]2Oc3c(NC(=O)c4ccncc4)cccc3C(=O)N([C@@H](C)CO)C[C@@H]2C)cc1,71,0.1,16,3
CC(C)C#Cc1cnc2c(c1)C(=O)N([C@@H](C)CO)C[C@@H](C)[C@H](CN(C)C(=O)Nc1ccccc1)O2,22,-0.7,-6,nt
CO[C@H]1CN(C)C(=O)c2ccc(NC(C)=O)cc2OC[C@H](C)NC[C@H]1C,-8,1.0,3,15
CO[C@H]1CN(C)C(=O)c2cc(NC(=O)C3CC3)ccc2OC[C@@H](C)N(CCc2ccccc2)C[C@H]1C,11,0.4,9,-17
C[C@H]1CCCCO[C@H](CN(C)C(=O)Nc2cccc3ccccc23)[C@@H](C)CN([C@@H](C)CO)C(=O)c2cc(NS(=O)(=O)c3ccccc3)ccc2O1,nt,-0.8,nt,-63
CCNC(=O)C[C@H]1CC[C@@H]2[C@@H](COc3ccc(NC(=O)Nc4ccccc4C)cc3C(=O)N2C)O1,39,0.6,-8,-14
C[C@@H]1CN([C@@H](C)CO)S(=O)(=O)c2ccc(-c3cncnc3)cc2O[C@@H]1CN(C)C(=O)CC1CC1,16,2.3,0,12
COc1ccc(C(=O)N2C[C@@H]3[C@H](c4ccccc42)[C@@H](CO)N3Cc2ccccc2)cc1,23,0.4,-1,1
C[C@H]1CN([C@@H](C)CO)C(=O)c2cc(NC(=O)c3ccncc3)ccc2O[C@H]1CN(C)Cc1ccc(C(=O)Nc2ccccc2N)cc1,nt,-0.2,2,3
C[C@@H]1CCCCO[C@@H](CN(C)C(=O)c2ccccc2)[C@@H](C)CN([C@@H](C)CO)C(=O)c2cc(N(C)C)ccc2O1,38,2.0,0,nt
O=C(Cc1ccccc1)N1CC(=O)N2[C@H](CO)[C@H](c3ccc(C#Cc4ccccc4)cc3)[C@@H]2C1,nt,-1.5,1,5
Cc1ccc(S(=O)(=O)N2CC[C@@H]3[C@H]2c2cc(-c4ccccc4F)ccc2N[C@@H]3CO)cc1,?,0.4,-2,9
COC(=O)C[C@@H]1CC[C@H]2[C@@H](COc3ccc(NS(=O)(=O)c4ccc(C)cc4)cc3C(=O)N2C)O1,23,-3.3,8,-24
COc1cc(CN2CC3(CCN(S(=O)(=O)c4cccs4)CC3)c3c(n(C)c4cc(OC)ccc34)[C@H]2CO)cc(OC)c1,nt,-1.1,10,-66
O=C(CN1CCOCC1)N1CCCCN2[C@H](CO)[C@H](c3ccc(/C=C/c4ccccc4)cc3)[C@H]2C1,100*,0.1,-5,-71
C[C@H](CO)N1C[C@H](C)[C@H](CN(C)S(C)(=O)=O)Oc2ncc(-c3cccnc3)cc2C1=O,-13,1.4,1,24
Cc1ccccc1S(=O)(=O)N1CCCCN2[C@@H](CO)[C@H](c3ccc(C#CCN(C)C)cc3)[C@@H]2C1,67,2.1,16,-49
C[C@@H]1CN([C@@H](C)CO)C(=O)c2cc(C3=CCCC3)cnc2O[C@@H]1CN(C)C(=O)c1ccc2c(c1)OCO2,nt,2.0,2,16
C[C@@H]1CN([C@@H](C)CO)C(=O)Cc2cc(NS(C)(=O)=O)ccc2O[C@@H]1CN(C)S(=O)(=O)c1ccc(F)cc1,28,-0.6,3,-10
COc1cccc(CN2CC3(C2)CN(C(=O)C2CC2)[C@@H](CO)c2[nH]c4cc(OC)ccc4c23)c1,nt,0.3,-6,-75
CN1C(=O)c2cc(NC(=O)C3CCCCC3)ccc2OC[C@@H]2O[C@H](CC(=O)NCc3ccccc3F)CC[C@H]21,29,-1.4,3,-11
CN(C)C(=O)c1ccc(-c2ccc3c(c2)[C@H]2[C@H](CCN2S(=O)(=O)c2ccccc2)[C@H](CO)N3)cc1,29,0.2,-14,-34
O=C(C1CCC1)N1CC(=O)N2[C@H](CO)[C@H](c3ccc(C#CCc4ccccc4)cc3)[C@@H]2C1,nt,0.2,1,-25
COc1ccc(S(=O)(=O)N(C)C[C@@H]2Oc3c(NS(=O)(=O)c4ccc(C)cc4)cccc3C(=O)N([C@H](C)CO)C[C@H]2C)cc1,nt,0.1,-6,12
C[C@H](CO)N1C[C@H](C)[C@@H](CN(C)S(=O)(=O)c2ccc(F)cc2)Oc2ncc(C#CC3(O)CCCC3)cc2C1=O,23,-2.4,-4,-20
COc1ccc(NC(=O)N2CC[C@@H]3[C@@H](CO)N(C)c4ccc(-c5ccccc5F)cc4[C@@H]32)cc1,64,-3.0,10,16
O=C(NCC[C@@H]1CC[C@@H](NC(=O)C2CCOCC2)[C@H](CO)O1)c1cc(Cl)cc(Cl)c1,7,-3.3,nt,17
COc1ccc(C#Cc2ccc([C@@H]3[C@H]4CN(C(=O)c5ccncc5)CC(=O)N4[C@H]3CO)cc2)cc1,nt,-1.3,-10,-24
Cc1ccc(CN2CC(=O)N3[C@@H](CO)[C@H](c4ccc(-c5ccccc5F)cc4)[C@@H]3C2)cc1,nt,-2.2,12,-68
